# H37Rv inhibition – M. tuberculosis growth inhibition, HTS (AID 449762). 0.59% of 330,000 active. M. tuberculosis H37Rv growth inhibition, 7H9 media; higher % means a stronger effect. one-dose inhibition, % at 25 µM; IC50 in µM for titrated hits; in the data active means a potency from the dose series; inconclusive means inhibition above about 70% without an active follow-up result;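 further: bacterial growth assessed after seven days of incubation; strong numbers were not always called active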
# tuberculosis growth – growth inhibition of non-replicating M. tuberculosis (AID 488890); 0.39% of 320,000 active; inhibition, % at 25 µM; hits with a dose series show IC50 in µM; Mycobacterium tuberculosis non-replicating, growth inhibition; higher % means a stronger effect; in the data active means a potency from the dose series; inconclusive means inhibition mostly from about 82% at the one dose, without a potency; inactive means the rest, 99 in 100 with inhibition below about 76%;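 further: plate controls were DMSO cells for no effect and high antibiotic wells for full effect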
# influenza NS1A – H1N1 influenza NS1A inhibitors, functional cell based assay (AID 504329) | NS1A functional cell-based assay, percent inhibition; higher % means a stronger effect | inhibition, % at 12.5 µM, or IC50 in µM where a hit was titrated | 0.3% of 340,000 active; in the data active means a potency from the dose series; inconclusive means inhibition above about 27% without an active follow-up result; further: strong numbers were not always called active
# inhibitors of VEEV – inhibitors of VEEV TC-83 cytopathic effect, confirmation, Vero cells (AID 588727) | Vero cells, VEEV TC-83 cytopathic effect inhibition; higher % means a stronger effect | one-dose inhibition, % at 20 µM; IC50 in µM for titrated hits | 0.13% of 350,000 active; in the data active means a potency from the dose series; inconclusive means inhibition mostly from about 14% at the one dose, without a potency; inactive means the rest, 99 in 100 with inhibition below about 12%; further: strong numbers were not always called active
# PhoP GFP inhibition – PhoP regulon inhibitors, Salmonella typhi PhoP promoter GFP reporter, confirmatory (AID 1850); Salmonella Typhi PhoP-promoter GFP reporter, fluorescence, 4 h; higher % means a stronger effect; inhibition, % at 50 µM; hits with a dose series show IC50 in µM; 0.33% of 310,000 active; in the data active means a potency from the dose series; inconclusive means inhibition mostly from about 25% at the one dose, without a potency; inactive means the rest, 99 in 100 with inhibition below about 19%;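 further: 0% = induced wells with vehicle and 100% = uninduced wells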
# inhibitors of VEEV 10K pilot screen – recorded beside inhibitors of VEEV, whose call it bears; inhibition, %; measured here: 10K pilot screen inhibition
# Starred values were filed as active, the others as inactive; i = inactive; u = inconclusive; x = not tested or not shown.
SMILES,H37Rv inhibition,tuberculosis growth,influenza NS1A,inhibitors of VEEV,PhoP GFP inhibition,others
COc1cccc2c1cc1c(=O)n(CC(=O)NCCCN3CCN(C)CC3)nc(C)n12,4%,10%,-3%,3.1%,1%,
Cc1cc(C)cc(NC(=O)C(OC(=O)c2sccc2C)c2ccccc2)c1 (centres undefined),13%,11%,-3%,6.5%,-7%,
COCC(C)n1c(C)cc(C(=O)CSc2nc(C)c(C)c(C)n2)c1C (centres undefined),-7%,-4%,-6%,1.6%,1%,
CCCCn1c(=O)[nH]c(=O)c2c1nc(CN1C(=O)c3ccccc3S1(=O)=O)n2CCC,2%,4%,-22%,2.6%,-1%,
COc1ccc(NC(=O)c2ccc(Cl)c(NC(=O)c3ccncc3)c2)cc1,0%,-3%,x,x,3%,
O=c1[nH]c(=S)n(CCC2=CCCCC2)c(O)c1C=NCCCn1ccnc1,-14%,14%,-16%,1.1%,0%,
COc1ccc(C(OC(=O)c2ccco2)C(=O)NC2CCCCC2)cc1 (centres undefined),-4%,0%,13%,5.4%,13%,
CC(C)CCn1c(SCC(=O)c2ccccc2)nc2c1c(=O)[nH]c(=O)n2C,0%,6%,-7%,0.1%,-10%,
Cc1ccc(NC(=O)NC2(C(=O)NCc3ccccc3)CCCCC2)cc1,-6%,0%,-3%,0.5%,-4%,
NNC(=S)NCc1ccc2c(c1)OCO2,24µM*,u,2%,5.7%,-2%,

# Of the compounds above, these contain an aryl methoxy group:
SMILES,H37Rv inhibition,tuberculosis growth,influenza NS1A,inhibitors of VEEV,PhoP GFP inhibition,others
COc1cccc2c1cc1c(=O)n(CC(=O)NCCCN3CCN(C)CC3)nc(C)n12,4%,10%,-3%,3.1%,1%,
COc1ccc(NC(=O)c2ccc(Cl)c(NC(=O)c3ccncc3)c2)cc1,0%,-3%,x,x,3%,
COc1ccc(C(OC(=O)c2ccco2)C(=O)NC2CCCCC2)cc1 (centres undefined),-4%,0%,13%,5.4%,13%,

# (continued)
SMILES,H37Rv inhibition,tuberculosis growth,influenza NS1A,inhibitors of VEEV,PhoP GFP inhibition,others
Cc1ccc(S(=O)(=O)N(C)C)cc1NC(=O)COC(=O)C1CC1,12%,-14%,-7%,0.2%,-3%,
O=C(NCc1ccc(/C=N\NC(=O)C(=O)Nc2ccccc2Br)o1)C(=O)Nc1ccccc1,10%,20%,-3%,i,-1%,
O=C(N/N=C/c1ccc(O)cc1)c1nc(-c2ccccc2)n(-c2ccccc2)n1,11%,-1%,9%,2.1%,0%,
CCCN(CCC)C(=O)Cn1c2ccccc2c2nc(=O)cc(C)n21,-1%,-27%,19%,1.1%,-4%,
CC(=O)ONC(=Nc1ccccc1)c1nonc1N,-1%,0%,-2%,1.4%,-5%,
COc1ccc(CC(=O)Nc2cc(S(=O)(=O)N3CCCCC3)ccc2C)cc1OC,-7%,8%,-8%,i,-2%,
CC(=O)N1CCN(CC(=O)Nc2ccc(C)c(S(=O)(=O)N(C)C)c2)CC1,-6%,-3%,4%,i,2%,
CCN(CC)C(=O)c1cccc2nc3ccccc3nc12,-7%,-13%,0%,i,12%,
CCN1CC=C2C(C#N)=C(N)C(C#N)(C#N)[C@H](c3cccc(OC)c3OC)[C@H]2C1,2%,18%,1%,i,-15%,
COc1ccc(CC(=O)OCC(=O)Nc2ccc3c(c2)OCO3)cc1,-1%,75%,2%,0.3%,-3%,
COc1ccc(C(=O)NCCSCc2ccccc2Cl)cc1OC,-11%,1%,18%,0.2%,-2%,
CC(=O)Nc1ccc(NC(=O)C(C)OC(=O)c2ccccc2NS(=O)(=O)c2cccs2)cc1 (centres undefined),5%,29%,-1%,2.0%,2%,
Oc1ccc(/C=N/n2c(COc3ccccc3)n[nH]c2=S)c(O)c1,-4%,-7%,-23%,0.3%,0%,
CCOC(=O)c1c(/N=C/c2ccc(O)cc2O)sc2c1CCC2,6%,-15%,x,x,-3%,
CCOCCCNC(=O)c1ccc2c(c1)N(Cc1ccccc1)C(=O)CS2=O (centres undefined),0%,-18%,0%,i,-4%,
CCOC(=O)N1CCN(c2cc(=O)n(-c3ccc(Br)cc3)c(=O)[nH]2)CC1,0%,-2%,3%,1.3%,-4%,
c1ccc(-c2csc(Cc3nnc4n3CCCCC4)n2)cc1,-8%,0%,3%,i,-3%,
CCN(c1ccccc1)S(=O)(=O)c1nnc(NC(=O)C(C)(C)C)s1,3%,1%,2%,0.8%,0%,
C#CCOCCOCCOCCNc1nc(N2CCN(C(=O)[C@H]([C@@H](C)CC)n3cc(CCCN=C(N)N)nn3)CC2)nc(N2CCN(C(=O)[C@H](C)n3cc(CCCN=C(N)N)nn3)CC2)n1,-6%,67%,x,x,-2%,
CSc1ccc(-c2nc3cnccn3c2Nc2ccc3c(c2)OCO3)cc1,55%,44%,7%,5.8%,-7%,
CC(=O)N(C)c1cccc([N+](=O)[O-])c1,-1%,-13%,2%,0.9%,-10%,
Cc1[nH][nH]c(=O)c1C(c1cc2c(cc1Br)OCO2)c1c(C)[nH][nH]c1=O,1%,-8%,11%,0.7%,0%,
COc1ccc(CN2CCN(c3ncccn3)CC2)c(OC)c1,-1%,6%,0%,1.8%,4%,
COc1cc(C(=O)OC2CCOC2=O)cc(Cl)c1OC (centres undefined),3%,-14%,-11%,1.4%,-1%,
COc1ccccc1NC(=S)NC(=O)c1c(-c2ccccc2Cl)noc1C,7%,-8%,2%,1.7%,-4%,
Cc1ccc(OCc2cc(C(=O)NCc3cc(F)ccc3C)no2)cn1,x,x,-4%,i,x,
O=c1[nH]cccc1-c1nc2cc(Cl)ccc2n1Cc1ccccc1,4%,1%,-5%,i,1%,
O=C(CSc1nnnn1-c1ccccc1F)Nc1nc2ccccc2s1,-9%,-8%,5%,2.1%,-5%,
CCc1ccc([C@@H]2CC=C(C(=O)O)[C@H](c3cccc(Cl)c3)N2S(=O)(=O)c2ccc(C)cc2)cc1,2%,37%,4%,0.1%,-2%,
Cc1c(N(C)S(=O)(=O)c2ccc(Cl)c(C(=O)NCC3CCCO3)c2)c(=O)n(-c2ccccc2)n1C (centres undefined),x,x,-4%,0.8%,x,
COc1ccccc1C(=O)NCC(=O)NCCc1ccc(Cl)cc1,-7%,22%,1%,2.0%,-1%,
Cc1cccc(-c2cc(C(=O)NCc3ccccn3)c3ccccc3n2)c1,6%,24%,11%,9.6%,0%,
O=C(c1cc(Cl)nc2ccccc12)N1CCN(Cc2ccc3c(c2)OCO3)CC1,2%,1%,-3%,i,x,
O=C(O)CN1C(=O)CNC1=O,6%,-3%,-2%,0.8%,-5%,inhibitors of VEEV 10K pilot screen=1.4
COc1ccc(C(NC(C)=O)c2nccc3cc(OC)c(OC)cc23)cc1OC (centres undefined),-5%,-1%,0%,1.3%,-5%,
COc1cc2c(cc1OC)[C@@]13CCN4CC5=CCO[C@H]6CC(=O)N2[C@H]1[C@H]6[C@H]5C[C@H]43,-11%,-11%,-9%,0.4%,-6%,
CC1CC(C)CN(S(=O)(=O)c2ccc(C(=O)N3CCCC3)cc2)C1 (centres undefined),-2%,14%,11%,0.4%,-4%,
O=C1C(=O)N(CCS(=O)(=O)c2ccccc2)c2ccccc21,5%,-8%,0%,i,-3%,
CC(=O)c1cc2c(cc1N/C(=N/S(=O)(=O)c1ccc(Br)cc1)c1ccccc1)OCO2,6%,-10%,-4%,i,-8%,
CCCCN(Cc1ccccc1)S(=O)(=O)c1ccc2[nH]c(=O)oc2c1,2%,38%,-12%,1.7%,-9%,

# Gathered by group: the compounds so far with a thiophene ring, fused or not (three)
SMILES,H37Rv inhibition,tuberculosis growth,influenza NS1A,inhibitors of VEEV,PhoP GFP inhibition,others
Cc1cc(C)cc(NC(=O)C(OC(=O)c2sccc2C)c2ccccc2)c1 (centres undefined),13%,11%,-3%,6.5%,-7%,
CC(=O)Nc1ccc(NC(=O)C(C)OC(=O)c2ccccc2NS(=O)(=O)c2cccs2)cc1 (centres undefined),5%,29%,-1%,2.0%,2%,
CCOC(=O)c1c(/N=C/c2ccc(O)cc2O)sc2c1CCC2,6%,-15%,x,x,-3%,

# (further entries)
SMILES,H37Rv inhibition,tuberculosis growth,influenza NS1A,inhibitors of VEEV,PhoP GFP inhibition,others
Nc1ccc(S(=O)(=O)NNC(=O)C(=O)NNc2ccccc2)cc1,u,36%,8%,0.3%,-5%,
CC(C)(C)NC(=O)CSc1nc2ccccc2n1-c1ccccc1,2%,13%,-4%,7.2%,6%,
O=C(COC(=O)CSc1nnc(-c2ccc(Cl)cc2)o1)Nc1cc(Cl)cc(Cl)c1,u,u,8%,0.7%,-2%,
COCCNC(=O)c1cc2c(=O)n(C)c3ccccc3c2n1C,-3%,4%,-7%,2.6%,-10%,
COc1ccc(Cl)cc1C(=O)NCCN(C)C,-6%,3%,1%,0.1%,-1%,
C[C@@H](NC(=O)[C@@H]1Cc2ccccc2CN1)C(=O)NC1CCCC1,-9%,-3%,-2%,1.5%,5%,
Brc1cc2c(cc1CSc1ncccn1)OCO2,1%,15%,-16%,2.3%,8%,
Nc1nc(Nc2ccc(Cl)cc2Cl)nc(C(F)(F)F)n1,5%,41%,-4%,3.9%,10%,
Cn1cc(C(=O)Nc2ccc(F)c(Cl)c2)cn1,2%,27%,-10%,1.4%,-7%,
CCOC(=O)c1sc(=NC(=O)c2c(F)cccc2F)n(C)c1C,9%,15%,5%,2.5%,-6%,

# Reprinted at random: 2 compounds from above, in no set order.
SMILES,H37Rv inhibition,tuberculosis growth,influenza NS1A,inhibitors of VEEV,PhoP GFP inhibition,others
Brc1cc2c(cc1CSc1ncccn1)OCO2,1%,15%,-16%,2.3%,8%,
COCCNC(=O)c1cc2c(=O)n(C)c3ccccc3c2n1C,-3%,4%,-7%,2.6%,-10%,

# Ordered by formula weight (lowest first): some entries from above
SMILES,H37Rv inhibition,tuberculosis growth,influenza NS1A,inhibitors of VEEV,PhoP GFP inhibition,others
C[C@@H](NC(=O)[C@@H]1Cc2ccccc2CN1)C(=O)NC1CCCC1,-9%,-3%,-2%,1.5%,5%,
CCOC(=O)c1c(/N=C/c2ccc(O)cc2O)sc2c1CCC2,6%,-15%,x,x,-3%,
Cc1ccc(S(=O)(=O)N(C)C)cc1NC(=O)COC(=O)C1CC1,12%,-14%,-7%,0.2%,-3%,
COc1ccc(NC(=O)c2ccc(Cl)c(NC(=O)c3ccncc3)c2)cc1,0%,-3%,x,x,3%,

# Other compounds:
SMILES,H37Rv inhibition,tuberculosis growth,influenza NS1A,inhibitors of VEEV,PhoP GFP inhibition,others
CC(=O)c1cccc(CN2CCCC(CCC(=O)NCc3ccccc3F)C2)c1 (centres undefined),4%,21%,-5%,i,-2%,
COCCNC(=O)C(c1ccc(C)o1)N(C(=O)c1snc(C(N)=O)c1N)c1cccc(C)c1 (centres undefined),-2%,12%,1%,i,-1%,
Cc1cc(NC(=O)CSc2[nH]c(=O)cc(C(F)(F)F)c2C#N)no1,-20%,9%,-6%,7.8%,x,
CC(=O)c1cccc(NC(=O)CNC(=O)Cc2cccc3ccccc23)c1,4%,10%,-4%,1.7%,x,
CN1CCN(S(=O)(=O)c2cccc(C(=O)N3CCN(c4ccccc4F)CC3)c2)CC1,-6%,11%,-14%,i,x,
c1csc(Cn2nnnc2CN2CCN(c3nc4ccccc4s3)CC2)c1,-6%,17%,11%,i,10%,
CCCN(C(=O)c1cn(CC)c2nc(C)ccc2c1=O)c1c(N)n(Cc2ccccc2)c(=O)[nH]c1=O,-4%,3%,-9%,3.0%,0%,
CC(NCc1cccs1)C(=O)Nc1cc(Cl)cc(Cl)c1 (centres undefined),4%,25%,-11%,i,-24%,
CN(C(=O)CSC1=NCCS1)c1ccccc1,-4%,-12%,6%,1.5%,1%,inhibitors of VEEV 10K pilot screen=0.0
CCc1c(C)nc2c(-c3ccccc3OC)c(C)[nH]n2c1=O,-2%,-5%,1%,0.1%,-2%,
CC1(C)NC(=O)N(CCC(=O)Nc2cc(C(F)(F)F)ccc2Cl)C1=O,-4%,1%,4%,1.1%,x,
NC1=C([N+](=O)[O-])C(c2ccccc2)C2=C(CCCC2=O)O1 (centres undefined),1%,3%,0%,i,10%,
C=CCn1c(CSc2nc3ccccc3s2)nnc1SCC(=O)NCCN1CCOCC1,-10%,11%,-23%,i,1%,
NC(=O)c1sc2nc3c(c(-c4ccco4)c2c1N)CCCC3,4%,7%,-3%,12%,12%,

# Assay outcomes deposited in PubChem BioAssay by Southern Research Specialized Biocontainment Screening Center.
